BaF3 tox = parental Ba/F3 cell viability inhibition, counter-screen for JAK2V617F inhibitor project, murine pro-B, CellTiter-Glo luminescence; hit rate 1.1% among 220,000; CellTiter-Glo ATP luminescence; inhibition, % at 5.6 µM; AID 1486, 2009;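 active = inhibition above a per-campaign cutoff, the mean inhibition of all tested compounds plus 3 SD, cut at about 27% in these data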;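 note: 0% = DMSO wells and 100% = JAK Inhibitor I control wells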
Furin inhibitor = human furin inhibitors, primary screen, biochemical, fluorescence intensity. P09958. purified furin, fluorogenic substrate cleavage. inhibition, % at 30 µM. hit rate 0.061% among 220,000. AID 463115, 2010; in the data active = inhibition above about 25%; note: inactives centre near -15
Target sequence (P09958 108-714 limits assumed): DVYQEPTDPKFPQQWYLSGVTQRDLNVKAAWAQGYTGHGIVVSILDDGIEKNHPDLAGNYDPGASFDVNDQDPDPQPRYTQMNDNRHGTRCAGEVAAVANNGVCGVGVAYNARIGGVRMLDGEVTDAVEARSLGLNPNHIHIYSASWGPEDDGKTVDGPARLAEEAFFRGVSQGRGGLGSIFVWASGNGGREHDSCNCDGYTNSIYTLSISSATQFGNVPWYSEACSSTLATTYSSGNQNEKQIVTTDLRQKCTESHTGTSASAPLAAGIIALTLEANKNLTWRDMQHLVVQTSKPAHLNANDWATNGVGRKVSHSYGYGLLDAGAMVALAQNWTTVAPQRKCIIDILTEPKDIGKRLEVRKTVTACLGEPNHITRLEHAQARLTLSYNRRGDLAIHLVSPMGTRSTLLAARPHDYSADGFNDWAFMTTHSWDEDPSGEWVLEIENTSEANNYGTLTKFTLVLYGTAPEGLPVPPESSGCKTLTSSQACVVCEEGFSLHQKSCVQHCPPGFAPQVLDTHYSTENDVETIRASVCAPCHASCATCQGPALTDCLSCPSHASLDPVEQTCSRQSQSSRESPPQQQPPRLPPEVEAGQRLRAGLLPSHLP
Ba/F3 V617F tox = reduced viability of JAK2V617F-dependent Ba/F3 cells, primary screen, JAK2V617F inhibitor project, cell-based, Ba/F3 EpoR-JAK2V617F, luminescence. ATP luminescence. hit rate 1.1% among 220,000. inhibition, % at 5.6 µM. AID 1446, 2008;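 active = inhibition above the campaign mean plus 3 SD over all tested compounds, cut at about 24% in these data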;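 note: cytokine-independent growth of Ba/F3 cells driven by EpoR plus mutant JAK2; 0% = DMSO-treated cells and 100% = JAK inhibitor I control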
PGE2 EP2 inh = human EP2 receptor antagonists, primary screen, TR-FRET cAMP, C6 glioma cells; C6 glioma cells expressing human EP2; cells stimulated with saturating PGE2; inhibition, % at 25 µM; hit rate 0.52% among 260,000;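 active = percent inhibition above 40 after rounding to a whole number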;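 note: rat C6 glioma host cells with rolipram phosphodiesterase inhibitor present; the protocol text gives 20 µM as final concentration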
Target sequence (P43116 whole entry, looked up): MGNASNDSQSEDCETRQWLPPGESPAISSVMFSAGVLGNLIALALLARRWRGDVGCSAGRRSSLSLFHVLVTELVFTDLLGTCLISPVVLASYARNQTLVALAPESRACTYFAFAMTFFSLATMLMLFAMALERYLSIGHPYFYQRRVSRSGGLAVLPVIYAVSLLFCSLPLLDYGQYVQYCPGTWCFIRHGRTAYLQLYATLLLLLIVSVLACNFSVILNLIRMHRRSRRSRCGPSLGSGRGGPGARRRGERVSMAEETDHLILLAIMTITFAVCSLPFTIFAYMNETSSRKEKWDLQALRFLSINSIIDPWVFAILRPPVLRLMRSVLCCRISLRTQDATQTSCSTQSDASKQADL
NCF1 inh = p47phox/p22phox peptide binding inhibitors, primary screen, biochemical, uHTS, NADPH oxidase regulatory subunit. Neutrophil cytosol factor 1 (Homo sapiens), P14598. fluorescence polarization, 2 h. inhibition, % at 24.7 µM. hit rate 0.53% among 220,000. AID 1274, 2008;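 active = inhibition above about 30%, limit read from the data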;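 note: 0% = p47phox with labelled peptide and 100% = labelled peptide alone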
Tb hexokinase = Trypanosoma brucei hexokinase 1 inhibitors, primary screen, biochemical, G6PDH-coupled NADH absorbance, MLSCN library; hexokinase 1 [Trypanosoma brucei]; recombinant TbHK1, G6PDH-coupled NADH A340; inhibition, % at 10 µM; hit rate 0.11% among 220,000; AID 1430, 2008;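 active = inhibition of 50% or more in the single-dose primary screen; inactive = inhibition below 50%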
PPC-1+TRAIL kill = compounds killing PPC-1 cancer cells with TRAIL present, primary screen, TRAIL potentiator project, ATPLite luminescence, uHTS | AID 1443, 2008 | cell killing (% activity), % at 4 µM | hit rate 0.41% among 220,000 | PPC-1 cells + TRAIL, ATPLite viability luminescence;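 active = cell killing above 50% in the first pass at 4 µM, then a duplicate retest at 5 µM averaging 50% or more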;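 note: plate controls were cells with TRAIL plus DMSO for no effect and medium-only wells lacking cells for full effect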
RBBP9 inh = human RBBP9 inhibitors, primary screen, biochemical, fluorescence polarization, FP-Rh probe, HTS; recombinant RBBP9; inhibition, % at 7.94 µM; AID 1515, 2009; hit rate 0.2% among 220,000;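 active = inhibition above the campaign mean of all tested compounds plus 3 SD, cut at about 14% in these data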;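 note: plate controls were DMSO wells with RBBP9 for no effect and wells lacking RBBP9 protein for full effect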
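Measured by: FP readout at 525/598 nm; material: recombinant human RBBP9; also added: Serine-hydrolase probe FP-Rh, 375 nM pre-mixing; medium: Tris buffer pH 8.0, NaCl, Pluronic; replication: one well per compound; doses: one concentration, 7.94 µM nominal, 0.794% DMSO; timing: preincubation 30 min plus labeling 45 min at 25 °C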
p97 ATPase inh = inhibitors of human p97 ATPase, primary screen, biochemical; inhibition, % at 8 µM; Transitional endoplasmic reticulum ATPase (Homo sapiens), P55072; recombinant p97 ATPase, Kinase-Glo ATP luminescence, 3 h; hit rate 0.42% among 220,000; in the data active = inhibition above about 15%;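 note: 0% = DMSO vehicle and 100% = wells lacking enzyme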
Active calls of the source: *; . = no result given; & = joins results of further samples; [ ] = remark or other dose.

canonical_smiles,BaF3 tox,Furin inhibitor,Ba/F3 V617F tox,PGE2 EP2 inh,NCF1 inh,Tb hexokinase,PPC-1+TRAIL kill,RBBP9 inh,p97 ATPase inh
COc1cnc(-c2ccccn2)nc1Sc1ccccc1Cl,0,-17[20 µM],-4,4,-5,4,11,-6,-3
O=C(C1CCCN(S(=O)(=O)c2cccc3cccnc23)C1)N1CCN(c2ccc(F)cc2)CC1 (stereo unspecified),3,-16,3,3,-1,-14,7,-5,-7
COc1ccc(NC(=O)CCS(=O)(=O)c2cccc3nonc23)c(OC)c1,6,-36,1,8,80*,1,-1,-8,5
Clc1ccc2c(c1)[C@H]1OCC[C@H]1[C@@H](c1ccco1)N2,1,-35,4,4,-3,-17,14,-2,-6
O=S(=O)(Cc1ccc(Cl)cc1)N1CCN(Cc2ccccc2)CC1,2,-8[20 µM],3,7,-12,-2,7,-3,4
COc1ccc(C(=O)N/N=C(\C)Cn2cnc([N+](=O)[O-])n2)cc1,-1,-12,0,1,-2,-4,18,-6,-3
CCOCCC(=O)Nc1cc(Cl)ccc1OC,4,-8[20 µM],1,3,-6,-3,8,-3,-3
C=CCOc1nc(-c2ccncc2)nc2ccccc12,5,4,4,9,-26,5,25,1,-6
Cc1ccccc1OCc1nc2ccc(S(=O)(=O)N3CCOCC3)cc2[nH]1,9,-15[20 µM],0,9,-11,-8,18,0,-2
COc1ccc(S(=O)(=O)Nc2ccc(Oc3ncccn3)c(Cl)c2)cc1,5,-23[20 µM],-3,22,11,2,-16,-13,1
COc1ccc(CNC(=O)/C=C/C(=O)O)cc1,-4,-6,-3,13,4,-10,-11,3,8
Cc1cc(O)c(/C=N/Nc2ccc(Cl)cc2)c(=O)o1,5,-5[20 µM],-2,15,-27,-7,-4,1,2
O=C(/C=C/c1ccccc1)c1ccccc1,3,-15,-2,18,-3,-4,9,5,7
Cc1ccc(S(=O)(=O)Nc2cccc3ncccc23)s1,4,-23,3,18,0,18,20[5 µM],11,2
Cc1ccc(OCC(=O)Nc2ccc3c(c2)OC(F)(F)O3)c([N+](=O)[O-])n1,0,-20,-5,0,-20,-3,1,-5,4
COc1ccc(C(=O)NC(=S)Nc2ccc(Cl)c(C(=O)O)c2)cc1,6,-9,0,3,-1,4,2,-4,-3
Cc1ccc(NS(=O)(=O)c2cccc(C(=O)NN3CCOCC3)c2)cc1,3,-23,1,10,-15,-4,38,-2,-3
CCOc1ccc(NC(=O)CCS(=O)(=O)c2cccc3nsnc23)cc1,3,-17,-3,10,-6,-4,3,9,2
COc1ccc(C(=O)CSc2nnc(-c3ccc(C)cc3)o2)cc1,1,-10[20 µM],-1,8,-8,4,-2,-3,0
O=C(CSc1nc2ccccc2c(=O)n1CC1CCCO1)N1CCN(c2ccccc2)CC1 (stereo unspecified),6,-30[20 µM],-2,2,.,-7,.,-3,-3
NNC(=O)C1CCCN1S(=O)(=O)c1ccc(Cl)cc1 (stereo unspecified),58*,-22,-3,25&6,7,-2,13,0,5
CN(C)/C=C/C(=O)c1cnc(-c2ccc(Cl)cc2)s1,-1,-14,-3,6,-88,-14,7,-11,1
COC(=O)CSc1nc(NCC(C)C)nc(N2CCOCC2)n1,-2,13[20 µM],-6,11,-5,-7,4,-1,3
Clc1cccc2sc(N3CCCCC3)nc12,0,-15[20 µM],0,3,-2,-11,-4,-11,-2
Cc1c(NC(=O)CCc2ccccc2)cccc1[N+](=O)[O-],3,-16,1,4,-7,-1,.,-3,5

A second format for some results above:
Sequence of screens: BaF3 tox	Furin inhibitor	Ba/F3 V617F tox	PGE2 EP2 inh	NCF1 inh	Tb hexokinase	PPC-1+TRAIL kill	RBBP9 inh	p97 ATPase inh
- COc1cnc(-c2ccccn2)nc1Sc1ccccc1Cl
    0	-17[20 µM]	-4	4	-5	4	11	-6	-3
- O=C(C1CCCN(S(=O)(=O)c2cccc3cccnc23)C1)N1CCN(c2ccc(F)cc2)CC1 (stereo unspecified)
    3	-16	3	3	-1	-14	7	-5	-7
- COc1ccc(NC(=O)CCS(=O)(=O)c2cccc3nonc23)c(OC)c1
    6	-36	1	8	80*	1	-1	-8	5
- Clc1ccc2c(c1)[C@H]1OCC[C@H]1[C@@H](c1ccco1)N2
    1	-35	4	4	-3	-17	14	-2	-6
- O=S(=O)(Cc1ccc(Cl)cc1)N1CCN(Cc2ccccc2)CC1
    2	-8[20 µM]	3	7	-12	-2	7	-3	4
- COc1ccc(C(=O)N/N=C(\C)Cn2cnc([N+](=O)[O-])n2)cc1
    -1	-12	0	1	-2	-4	18	-6	-3
- CCOCCC(=O)Nc1cc(Cl)ccc1OC
    4	-8[20 µM]	1	3	-6	-3	8	-3	-3
- C=CCOc1nc(-c2ccncc2)nc2ccccc12
    5	4	4	9	-26	5	25	1	-6
- Cc1ccccc1OCc1nc2ccc(S(=O)(=O)N3CCOCC3)cc2[nH]1
    9	-15[20 µM]	0	9	-11	-8	18	0	-2
- COc1ccc(S(=O)(=O)Nc2ccc(Oc3ncccn3)c(Cl)c2)cc1
    5	-23[20 µM]	-3	22	11	2	-16	-13	1
- COc1ccc(CNC(=O)/C=C/C(=O)O)cc1
    -4	-6	-3	13	4	-10	-11	3	8
- Cc1cc(O)c(/C=N/Nc2ccc(Cl)cc2)c(=O)o1
    5	-5[20 µM]	-2	15	-27	-7	-4	1	2
- O=C(/C=C/c1ccccc1)c1ccccc1
    3	-15	-2	18	-3	-4	9	5	7
- Cc1ccc(S(=O)(=O)Nc2cccc3ncccc23)s1
    4	-23	3	18	0	18	20[5 µM]	11	2

(list continues)
canonical_smiles,BaF3 tox,Furin inhibitor,Ba/F3 V617F tox,PGE2 EP2 inh,NCF1 inh,Tb hexokinase,PPC-1+TRAIL kill,RBBP9 inh,p97 ATPase inh
Cc1ccc(-c2c(C(=O)NCc3ccccc3)oc(=O)c3ccccc23)cc1,3,-19,-4,4,-1,-2,-11,1,4
CC(C)C(=O)Nc1cccc(NC(=O)c2cccnc2)c1,1,-19[20 µM],-4,14,-11,2,42,-9,1
Cc1cccc(-c2ncc(CN3CCN(C4CCCC4)C(CCO)C3)cn2)c1 (stereo unspecified),10,-27,2,8,5,-4,.,-3,3
CC1CCCCC1NC(=O)CN1CCC(O)(c2ccc(F)cc2)CC1 (stereo unspecified),5,-11,1,25,-9,-27,9,-5,-3
COc1cc(C(=O)N(Cc2ccc(F)cc2)C2CCS(=O)(=O)C2)cc(OC)c1OC (stereo unspecified),8,-12[20 µM],1,6,-15,0,-11,-9,-3
CCOC(=O)/C(=C/C1=CC(=C/N(C)C)/C(=O)O1)C(C)=O,-4,8,-1,3,-25,-20,-4,-12,2
CNC(=S)N(CCc1c(C)[nH]c2ccc(C)cc12)Cc1cccs1,5,-28,-3,6,-9,-2,1,-11,0
O=C(CCNC(=O)c1ccco1)Nc1ccc(SC(F)F)cc1,3,-23,1,4,7,-1,23,7,6
CC(C)Cn1c(=O)c2c(c3ccccc31)OC(C)C(=O)N2 (stereo unspecified),1,-12[20 µM],-4,18,4,-21,14,-8,0
O=C(COC(=O)/C=C/c1ccc(Cl)cc1)NCCC1=CCCCC1,1,-9,-1,2,-7,23,2,-11,4
Cc1ccc2c(c1)[nH]c1c(=O)n(CCC3=CCCCC3)cnc12,6,-5,1,17,9,-7,6,-1,5
COc1ccc(-n2nc3ccc(NS(C)(=O)=O)cc3n2)cc1Cl,0,-24[20 µM],-5,12,-14,-12,9,-10,2
Cc1cccc(NS(=O)(=O)c2cc(C(=O)N3CCOCC3)ccc2Cl)c1,3,-24,0,6,-4,-1,14,3,3
Cc1ccc(Oc2ncnc(N)c2[N+](=O)[O-])cc1,1,-18,-4,12,-3,-9,16,-10,4
CCOc1ccccc1Oc1coc2cc(OCC(=O)O)ccc2c1=O,5,-21,-1,4,-7,8,-9,-8,0
O=C(O)CCCNC(=O)CCCNC(=O)C(c1ccccc1)c1ccccc1,2,-19,0,5,-7,-4,10,-7,2
O=C(c1cccnc1)N1CCC(Oc2ccc(C(=O)N3CCCC(O)C3)cc2)CC1 (stereo unspecified),0,-12,-4,5,4,-9,26,5,1
COc1ccccc1NC(=O)C(C)NS(=O)(=O)c1ccccc1 (stereo unspecified),4,-24[20 µM],-1,3,-8,-1,5,6,-4
CN(C(=O)COC(=O)CNC(=O)c1ccc(Cl)cc1Cl)c1ccccc1,4,-18,-1,5,-3,0,8,5,1
CCCc1cc2c(cc1NC(=O)c1ccc(Br)cc1)OCO2,7,-12[20 µM],6,6,0,1,0,0,-1
Cc1ccc(O)c(NC(=O)CCCC(=O)O)c1,4,-4,-2,7,-19,-7,-18,-12,1
COc1ccc(C2=CC3=C(Br)C(=O)C(C)(OC(=O)c4ccc(Cl)nc4)C(=O)C3=CO2)cc1 (stereo unspecified),.,-14,.,24,-6,-11,13,.,.
c1ccc(NC(=NCc2ccco2)c2ccccc2)cc1,-2,-22,-2,13,-2,0,0,-3,2
COc1cccc(C(=O)OCC(=O)NC(=O)NC2CCCC2)c1O,8,-17,3,8,3,-4,-2,3,-1
O=C(NCc1cccs1)C1CC(=O)N(c2ccc(Cl)cc2)C1 (stereo unspecified),9,-19,2,10,2,-4,2,-6,2

The results go on:
canonical_smiles,BaF3 tox,Furin inhibitor,Ba/F3 V617F tox,PGE2 EP2 inh,NCF1 inh,Tb hexokinase,PPC-1+TRAIL kill,RBBP9 inh,p97 ATPase inh
COC(=O)CC1SC(=O)NC1=O (stereo unspecified),10,-3[20 µM],6,15,-3,3,-3,-8,-3
COc1cc([N+](=O)[O-])ccc1NC(=O)C[n+]1cccc(C)c1,7,10[20 µM],8,12,-8,-9,6,-6,1
Cc1ccc(C(=O)N(CN2CCCC2=O)c2ccccc2)cc1C,9,-23,-2,3,0,-4,10,-4,-1
CC(C)N(Cc1ccccc1)C(=S)Nc1ccc(F)cc1,12,-26,-1,14,-6,-7,14,-5,-1
CC(O)c1ccc2c(c1)OCCOCCN(C)CCOCCO2 (stereo unspecified),2,-23,1,14,-4,1,2,-4,-1
NS(=O)(=O)c1ccc(-n2cccc2C=O)cc1,8,-25,0,4,7,-4,14,-6,3
Cc1cccc(NC(=O)CCN2C(=O)c3ccccc3C2=O)n1,7,-6,2,6,-8,22,-8,-9,-4
COc1ccccc1C(=O)N1CCN(CCc2ccccc2)CC1,5,-6[20 µM],-4,5,-10,2,12,0,-1
Cc1ccc(NC(=O)CCC(=O)OCc2ccc(Br)cc2)cc1,2,-16,-3,5,0,-1,-19,-8,1

The list is partial (hit frequency here may not be typical).
